# From PubChem
# PKM2 act: increases activity of human pyruvate kinase M2; P14618; purified PKM2, Kinase-Glo ATP luminescence, activation; response scale: 0% is enzyme alone, no compound; Potency, µM (series often up to 57.5 µM), inactives show top-dose activation, most hits filed as activators; 260,000 compounds, 0.34% hits; AID 1631; note: potency is the fitted concentration of half-maximal effect; % is set by controls: 0 for no effect and ±100 for the full control effect; nearly all actives have a fitted effect of over 55% in size
#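 Kinase-Glo luminescence reports ATP generated from ADP (0.1 mM) and PEP (0.5 mM) by purified hPK-M2 after 1 h at room temperature, pH 7.2 imidazole buffer; intermediate enzyme activity allows detecting inhibitors and activators.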
# USP2a inh: USP2a (human) protease inhibition. Potency, µM (doses to about 38.3 µM), without a hit: top-dose activity change, negative = inhibition, usual class: inhibitors. O75604. USP2 core, Ub-CHOP2 coupled fluorogenic reporter, 485/531. 330,000 compounds, 0.01% hits;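 note: potency is the fitted concentration of half-maximal effect; plate controls were DMSO wells for no effect and full inhibition by NEM control for full effect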
#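 USP2 core (10nM final) preincubated 30min RT with compound in 20mM Tris-HCl pH 8.0, 2mM CaCl2, 2mM beta-mercaptoethanol, 0.05% CHAPS; 25nM Ub-CHOP2 plus 25nM reporter substrate added, fluorescence (Ex485/Em531) read after 60min.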
# KCNH2 3.1 inh: KCNH2 3.1 (human) potassium channel inhibition | AID 720553 | 340,000 compounds, 0.95% hits | U2OS KCNH2 3.1, thallium flux FluxOr; active compounds read low | activity change, % (tested at about 1.8 µM);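 active = maximum activity change below -70%; inconclusive = maximum activity change from -70% to -50%; inactive = maximum activity change above -50%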;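 note: thallium influx rate constant from kinetic fluorescence after stimulation buffer; % is set by controls: 0 for no effect and ±100 for the full control effect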
#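 Kinetic fluorescence (2 min after stimulation buffer) measures Tl+ influx through KCNH2 3.1 expressed by viral transduction in U2OS cells; the rate constant is normalized against DMSO controls serving as positive and negative references.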
# TRPV1 ag: agonists of human vanilloid receptor 1 (TRPV1) | Q8NER1 | TRPV1-expressing cells, Fluo-8 calcium influx, agonist mode | activation, % at 8.33 µM | 320,000 compounds, 0.19% hits | AID 540275; in the data active = activation above about 80%; inconclusive = between about 30% and that limit; note: 0% is about no effect
#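 TRPV1-expressing cells were cultured overnight at 35.5C and loaded with Fluo-8 calcium dye for 40 to 90 min at room temperature. After a 10 s baseline, compound was added and calcium influx was read kinetically for 3 min (ex 480/em 520 nm).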
# MLL CXXC-DNA inh: MLL CXXC-DNA interaction inhibition; MLL-CXXC / FITC-HOXA9 DNA fluorescence polarization; Potency, µM (series often up to 115 µM), for the others: at the top dose activity change, negative = inhibition, most hits filed as inhibitors; 290,000 compounds, 0.037% hits; active = well fitted inhibition curve with a large enough effect in the polarisation, with a control signal flat, not every such curve was filed as active; inconclusive = small, poorly fitted or top-dose-only effect, or effect the other way, or a change in a side signal; inactive = no such curve, though single readings can be large or run the other way; the % refers to the polarisation; note: potency is the fitted concentration of half-maximal effect
#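 Steps: dispense CXXC domain solution (7 uM) → pin compounds or unlabeled HOX-A9 DNA control → 5 min ambient → add FLSN-HOX-A9 solution (50 nM) → spin → 30 min ambient → fluorescence polarization. Tris pH 7.5/NaCl/DTT/BSA buffer.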
# Menin MLL FP TR: displaces Texas Red mutant MLL peptide from human menin. Menin + Texas Red MLL mutant peptide, fluorescence polarization. Potency, µM (titrated, usually from 61.6 µM), for inactives: at the top dose FP activity change, negative = inhibition, actives largely listed as inhibitors. 270,000 compounds, 0.23% hits; active = well fitted inhibition curve with a large enough effect in the polarisation, with a control signal flat, not every such curve was filed as active; inconclusive = small, poorly fitted or top-dose-only effect, or effect the other way, or a change in a side signal; inactive = no such curve, though single readings can be large or run the other way; the % refers to the polarisation; note: potency is the fitted concentration of half-maximal effect; % of control where 0% means no effect; many of its hits are not listed in these tables
# Target sequence (O00255 whole entry, looked up): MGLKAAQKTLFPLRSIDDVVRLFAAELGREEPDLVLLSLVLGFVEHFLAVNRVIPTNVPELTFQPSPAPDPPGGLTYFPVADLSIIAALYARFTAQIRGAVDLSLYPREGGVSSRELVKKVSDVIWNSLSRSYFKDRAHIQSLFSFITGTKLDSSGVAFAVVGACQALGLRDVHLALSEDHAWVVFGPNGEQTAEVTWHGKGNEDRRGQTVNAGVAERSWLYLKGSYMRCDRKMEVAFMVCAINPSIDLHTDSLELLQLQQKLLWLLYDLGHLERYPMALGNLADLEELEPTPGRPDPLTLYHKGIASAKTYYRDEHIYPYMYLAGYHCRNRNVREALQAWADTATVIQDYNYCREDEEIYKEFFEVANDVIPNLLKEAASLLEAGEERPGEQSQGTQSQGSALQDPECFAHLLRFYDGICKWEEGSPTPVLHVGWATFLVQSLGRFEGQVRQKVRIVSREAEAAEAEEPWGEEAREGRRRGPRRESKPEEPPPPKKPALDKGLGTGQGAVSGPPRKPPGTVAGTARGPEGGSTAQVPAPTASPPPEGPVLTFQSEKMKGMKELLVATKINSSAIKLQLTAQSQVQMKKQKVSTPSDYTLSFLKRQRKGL
# Giardia killer: Giardia lamblia killing | AID 540267 | activity change, % at 7.66 µM, hits read low | Giardia lamblia trophozoite viability | 340,000 compounds, 0.15% hits; in the data active = activity change below about -80%; inconclusive = between about -30% and that limit;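 note: parasites exposed to compound for two days anaerobically before the ATP read; % is set by controls: 0 for no effect and ±100 for the full control effect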
#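 Anaerobic 48 hrs incubation at 37 deg C of 100 trophozoites/well with test compounds; ATPLite 1-Step luminescence, 15-30 min RT, reports cellular ATP as viability.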
# B2AR arrestin: beta2AR (human) beta-arrestin recruitment activity; AID 492947; Potency, µM (titrated, usually from 46.1 µM), for inactives: top-dose activation, actives largely listed as activators; beta-arrestin recruitment to beta2AR, cell-based reporter; 330,000 compounds, 0.02% hits;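 note: potency is the fitted concentration of half-maximal effect; 0% = DMSO controls and full agonism = EC100 isoproterenol or metaproterenol; nearly all actives have a fitted effect of over 65% in size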
# FBPA coupling cs: counter-screen for Giardia aldolase inhibitors: coupling enzyme system; 290,000 compounds, 0.67% hits; activity change, negative = inhibition, % at 58.2 µM, hits read low; coupling enzyme system counterscreen, AmpLite Red fluorescence; AID 2472; in the data active = activity change below about -30%; note: % is set by controls: 0 for no effect and ±100 for the full control effect
#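 Activity here indicates interference with the coupling reaction, not aldolase inhibition. Compounds at 57.5 uM final met coupling enzymes for 10 min at RT; substrate and AmpLite Red detection followed, with a 525/598 nm fluorescence read after 20 min.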
# GALK inhibitor: galactokinase (human) inhibition; P51570; 270,000 compounds, 0.007% hits; Potency, µM (top dose mostly 57.5 µM), for inactives: at the top dose activity change, negative = inhibition, hits mostly inhibitors; Purified GALK, Kinase-Glo residual ATP luminescence; note: potency is the fitted concentration of half-maximal effect; % is set by controls: 0 for no effect and ±100 for the full control effect
# Target sequence (P51570 whole entry, looked up): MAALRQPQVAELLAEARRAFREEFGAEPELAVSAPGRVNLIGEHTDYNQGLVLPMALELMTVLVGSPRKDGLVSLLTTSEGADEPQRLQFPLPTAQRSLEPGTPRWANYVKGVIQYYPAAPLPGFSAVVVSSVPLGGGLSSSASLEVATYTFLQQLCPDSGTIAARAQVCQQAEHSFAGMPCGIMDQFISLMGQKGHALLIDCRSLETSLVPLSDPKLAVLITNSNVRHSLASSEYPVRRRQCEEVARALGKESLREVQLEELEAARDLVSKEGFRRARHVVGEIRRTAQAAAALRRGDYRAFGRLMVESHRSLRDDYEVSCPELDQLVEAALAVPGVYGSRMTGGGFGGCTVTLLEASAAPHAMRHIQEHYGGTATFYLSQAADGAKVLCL
#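 ATP-depletion format; final 35 uM ATP, 100 uM D-galactose, 5 nM enzyme; pH 8.0 HEPES/Mg2+ buffer; 60 min RT; luminescence read 10 min after detection reagent.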
# KCNH2 WT inh: inhibitors of human wildtype KCNH2 potassium channel. Q12809. U2OS, BacMam KCNH2, thallium flux FluxOr; active compounds read low. activity change, % at 1.84 µM. 340,000 compounds, 0.37% hits. AID 720551;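 active = maximum activity change below -70%; inconclusive = maximum activity change between -70% and -50%; inactive = maximum activity change above -50%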; note: % is set by controls: 0 for no effect and ±100 for the full control effect
#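 U2OS cells transduced with wild-type KCNH2 virus are loaded with FluxOr dye for 45 min, and thallium flux is measured in kinetic reads before and after stimulation buffer. Rate constants are normalized to DMSO controls.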
# An asterisk follows results filed as active; i = inactive; ? = inconclusive; / = no result given; & = joins results of further samples; [ ] = another dose, or the depositor's remark. Unless noted, calls come from the whole dose curve; as a rule, active = well fitted curve in the direction sought with a large enough effect; inconclusive = small, poorly fitted or top-dose-only effect, or another doubt; inactive = no such curve, though single readings can be large; an effect the other way counts as inactive or inconclusive. These rows are one share of the data; rates above refer to the full screens.
SMILES,PKM2 act,USP2a inh,KCNH2 3.1 inh,TRPV1 ag,MLL CXXC-DNA inh,Menin MLL FP TR,Giardia killer,B2AR arrestin,FBPA coupling cs,GALK inhibitor,KCNH2 WT inh
COc1cccc(OCC(=O)NNC(=O)C(=O)Nc2ccc(OC)cc2OC)c1,1%,4%,19,-4,?,?,-21,?,3,-6%,-13
Cc1cc(OCC(=O)Nc2ccc(S(=O)(=O)NC3=NCCCCC3)cc2)c(C(C)C)cc1Cl,-13%,-12%,-3,-1,?,13%,-6,7.1%,-5,1%,-5
COC(CNC(=O)CCc1c(C)nc2c(c(C)nn2-c2ccc(C)cc2)c1C)OC,/,3%,19,82*,1%,?,-5,-0.1%,2,/,3
CN(C)N1C(N)=C(C#N)C(c2cccc(Cl)c2)C2=C1CCCC2=O (stereo not given),/,2%,-10,3,10%,-11%,15,-0.2%,0,-2%,5
CCOC(=O)C(C)Oc1nc(Oc2ccccc2)nc(N(C)C)n1 (stereo not given),-2%,-1%,0,1,-1%,?,-7,-0.9%,3,-3%,5
Cc1[nH]nc(N)c1-c1ccccc1,-2%,0%,4,-4,?,0%,-5,0.1%,0,6%,-13
O=C(CSc1nccc(=O)[nH]1)N1CCc2ccccc2C1,-2%,-5%,-13,-5,-3%,-6%,-5,0.0%,8,1%,4
Cc1cc(C(=O)Nc2cccc(S(=O)(=O)N3CCCCC3)c2)c2ccccc2n1,1%,5%,-27,-3,3%,27%,3,0.0%,0,0%,14
CC1CCc2sc(C(=O)OCC(=O)NC(N)=O)cc2C1 (stereo not given),-6%,-3%,8,13,0%,/,21,5.1%,2,0%,-1
O=C(CC1C(=O)NCCN1Cc1cccc(F)c1F)NC1CCCCCC1 (stereo not given),-6%,8%,-5,4,-7%,/,0,0.2%,/,0%,-11
COc1ccccc1NS(=O)(=O)c1ccc2[nH]c(=S)oc2c1,/,0%,-1,/,/,/,35[activator],0.0%,/,/,-5
c1cncc(-c2nc(NCCCn3ccnc3)c3ccccc3n2)c1,3%,1%,1,0,8%,-2%,-10,-1.0%,4,1%,3
COc1ccc(OCc2cc(C(=O)NC(C)c3csc(C)n3)no2)c(Cl)c1 (stereo not given),/,-3%,18,16,8%,-3%,-16,-0.3%,-4,-2%,-16
Cc1ccc(C2Oc3ccccc3C3=C2C(c2cccs2)n2ncnc2N3)cc1 (stereo not given),2%,-5%,?,25,-4%,-6%,2,0.3%,-7,-2%,-25
CCCNC(=O)C(Cc1ccccc1)NC(=O)c1ccccn1 (stereo not given),/,3%,-5,-1,/,/,10,0.0%,/,/,-8
O=C(NCc1ccccn1)c1ccc([N+](=O)[O-])cc1,1%,3%,-5,-1,0%,-8%,1,0.2%,5,/,i
O=c1c2ccccc2nnn1CSc1ccc2ccccc2n1,-10%,-6%,-17,10,19%,-3%,-4,-1.1%,7,2%,2
O=C(CC1NC(=S)NC1=O)c1ccc(Cl)cc1 (stereo not given),11%,8%,-13,0,4%,/,2,-0.8%,3,/,0
C=CCC(COCc1ccccc1)NS(=O)(=O)c1ccccc1Br (stereo not given),6%,-2%,15,22,-1%,10%,-6&-27,-0.3%,-10&-1,0%,-13
Cc1cc(NC(=O)C(C)SCC(=O)N(C)CC(=O)Nc2ccccc2Br)no1 (stereo not given),/,1%,1,-7,/,/,-18,-0.1%,/,/,-13
CCc1cc(=O)oc2c(C)c(O)c(CN3CCCCC3)cc12,2%,-2%,-5,2,-4%,-1%,8,-0.4%,0,2%,-1
COc1ccc2nc(SCC(=O)N(C)C3CCCCC3)c(C#N)cc2c1,-6%,0%,-3,20,3%,-11%,-7,-0.8%,1,-2%,-8
O=C(COC(=O)c1cccc(Cl)c1)Nc1cccc(S(=O)(=O)NC2=NCCC2)c1,/,-4%,26,/,/,/,?,0.1%,/,/,-2
CCCS(=O)(=O)c1ncc(Cl)c(C(=O)Nc2ccc(S(=O)(=O)Nc3ncccn3)cc2)n1,/,2%,-7,-1,-1%,30%,1,0.5%,4,-4%,3
Cc1cc(C(F)F)nn1CC(=O)NCc1ccco1,0%,3%,1,0,2%,-9%,-2,0.0%,1,0%,-22
CCCC(=O)Nc1cc(OCC)c(NC(=O)NC2CCCCC2)cc1OCC,12%,-7%,?,-1,-2%,0%,-8,-0.2%,-2,10%,12
COc1cc(C(=O)C(=O)c2cc(OC)c(O)c(OC)c2)cc(OC)c1O,15%,-1%,8,1,-6%,-1%,-10,0.2%,1,-4%,7
O=C1OC2(c3ccccc3)C3CCCC2C13,-1%,1%,-5,-4,11%,0%,19,-0.5%,-15,2%,2
COc1cc(-c2nc3ccccc3s2)ccc1O,-11%,4%,26,4,0%,/,6,0.2%,1,-2%,2
Cn1c(C(C)(O)C(O)c2ccccc2)nc2ccccc21 (stereo not given),2%,1%,/,-4,13%,-8%,/,-1.7%,-1,3%,/
CCOC(=O)N1CCN(C(=O)c2ccc(CN(c3ccccc3)S(C)(=O)=O)cc2)CC1,-7%,-1%,1,1,7%,-11%,10,0.2%,3,6%,1
O=C(Oc1cccc(C(=S)N2CCOCC2)c1)c1cccc(Cl)c1,-7%,3%,3,4,35%[activator],/,-17,0.2%,/,0%,-5
CCCC(=O)NC(=S)Nc1cccc(C(C)=O)c1,-7%,2%,-28,14,15%,-28%,-14,-0.4%,5,-1%,-13
COc1c(/C=N/NS(=O)(=O)c2ccc(C)cc2)c(CCN(C)C(C)=O)cc2c1OCO2,3%,0%,-8,-6,1%,/,5,0.4%,6,0%,-1
Cc1cc(C(=O)CSc2nnnn2C)c(C)n1-c1ccc2c(c1)OCCO2,-9%,-1%,2,5,4%,0%,5,-1.0%,-45*,-1%,4
Cc1cccn2c(=O)c(/C=N/O)c(Nc3ccccc3F)nc12,-1%,0%,-4,-6,-2%,/,-10,-0.9%,3,/,8
CCOC(=O)N1CCN(c2c(-c3ccc(C)c(C)c3)c(=O)c2=O)CC1,3%,4%,7,1,-3%,0%,-5,-0.2%,1,-6%,1
CCOC(=O)C(C#N)C(c1cccnc1)c1c(C)[nH][nH]c1=O (stereo not given),12%,-1%,-2,-1,4%,10%,-16,-0.3%,0,2%,14
CC(C)C(NC(=O)c1ccc([N+](=O)[O-])cc1Cl)C(=O)N1CCCC1 (stereo not given),/,-2%,-2,-1,8%,1%,-6,-1.0%,6,1%,-14
CCN(CC(=O)Nc1ccc(OC)cc1)C(=O)c1cc(-c2cccs2)nn1-c1ccccc1,/,0%,8,7,/,/,-16,0.1%,/,/,16
COc1ccc(CNC(=O)C(OC(=O)c2ccco2)c2ccc(F)cc2)cc1 (stereo not given),3%,1%,5,4,-3%,0%,18,-0.5%,-7,9%,-4
Cc1ccc(-n2c(=O)c3cc4c(=O)n(-c5ccc(C)c(C)c5)c(=O)c4c(C(=O)c4ccc(C(=O)O)cc4)c3c2=O)cc1C,-8%,0%,19,1,?,/,10,-0.9%,-1,2%,17

# Laid out differently: three of the compounds above.
O=C1OC2(c3ccccc3)C3CCCC2C13
  PKM2 act: -1%
  USP2a inh: 1%
  KCNH2 3.1 inh: -5
  TRPV1 ag: -4
  MLL CXXC-DNA inh: 11%
  Menin MLL FP TR: 0%
  Giardia killer: 19
  B2AR arrestin: -0.5%
  FBPA coupling cs: -15
  GALK inhibitor: 2%
  KCNH2 WT inh: 2
COc1cc(-c2nc3ccccc3s2)ccc1O
  PKM2 act: -11%
  USP2a inh: 4%
  KCNH2 3.1 inh: 26
  TRPV1 ag: 4
  MLL CXXC-DNA inh: 0%
  Menin MLL FP TR: /
  Giardia killer: 6
  B2AR arrestin: 0.2%
  FBPA coupling cs: 1
  GALK inhibitor: -2%
  KCNH2 WT inh: 2
Cn1c(C(C)(O)C(O)c2ccccc2)nc2ccccc21 (stereo not given)
  PKM2 act: 2%
  USP2a inh: 1%
  KCNH2 3.1 inh: /
  TRPV1 ag: -4
  MLL CXXC-DNA inh: 13%
  Menin MLL FP TR: -8%
  Giardia killer: /
  B2AR arrestin: -1.7%
  FBPA coupling cs: -1
  GALK inhibitor: 3%
  KCNH2 WT inh: /

# Some of these compounds in order of the B2AR arrestin value, lowest first:
SMILES	B2AR arrestin
CC(C)C(NC(=O)c1ccc([N+](=O)[O-])cc1Cl)C(=O)N1CCCC1 (stereo not given)	-1.0%
CCCC(=O)NC(=S)Nc1cccc(C(C)=O)c1	-0.4%
CCN(CC(=O)Nc1ccc(OC)cc1)C(=O)c1cc(-c2cccs2)nn1-c1ccccc1	0.1%
